# MBD2 DNA inh – inhibitors of human MBD2 binding to methylated oligonucleotide; Q9UBB5; TR-FRET; inhibition, % at 4.4 µM; 370,000 tested, 0.31% active; in the data active means inhibition above about 13%
# hgDAF12 agonist – activates the H. glycines DAF-12 receptor ligand-binding domain; AID 687014; 370,000 tested, 1.8% active; activation, % at 6.8 µM; HEK293 GAL4-hgDAF12 UAS-luciferase reporter, agonist luminescence; normalized to butyrate control;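 active means activation above a cutoff set at the mean of all screened compounds plus 3 SD, cut at about 10% in these data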;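 further: 0% = DMSO wells and 100% = sodium butyrate wells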
# PLCb3 inh – PLC-beta3 (human) inhibition, primary screen; Q01970; Purified PLC-beta3, fluorogenic substrate, fluorescence; inhibition, % at 12.2 µM; 370,000 tested, 0.18% active; AID 720704; in the data active means inhibition above about 11%;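 further: 0% = median of compound wells on plate and 100% = full blocker control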
# ADAM17 inh – inhibitors of human ADAM17; P78536; recombinant ADAM17, EDANS/DABCYL FRET peptide cleavage; inhibition, % at 6.95 µM; 370,000 tested, 0.83% active;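 active means inhibition above the mean of compounds lying between control limits plus 3 SD, set per campaign, cut at about 8.5% in these data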;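 further: 0% = DMSO-only wells as the low control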
# Target sequence (P78536 215-824 limits assumed): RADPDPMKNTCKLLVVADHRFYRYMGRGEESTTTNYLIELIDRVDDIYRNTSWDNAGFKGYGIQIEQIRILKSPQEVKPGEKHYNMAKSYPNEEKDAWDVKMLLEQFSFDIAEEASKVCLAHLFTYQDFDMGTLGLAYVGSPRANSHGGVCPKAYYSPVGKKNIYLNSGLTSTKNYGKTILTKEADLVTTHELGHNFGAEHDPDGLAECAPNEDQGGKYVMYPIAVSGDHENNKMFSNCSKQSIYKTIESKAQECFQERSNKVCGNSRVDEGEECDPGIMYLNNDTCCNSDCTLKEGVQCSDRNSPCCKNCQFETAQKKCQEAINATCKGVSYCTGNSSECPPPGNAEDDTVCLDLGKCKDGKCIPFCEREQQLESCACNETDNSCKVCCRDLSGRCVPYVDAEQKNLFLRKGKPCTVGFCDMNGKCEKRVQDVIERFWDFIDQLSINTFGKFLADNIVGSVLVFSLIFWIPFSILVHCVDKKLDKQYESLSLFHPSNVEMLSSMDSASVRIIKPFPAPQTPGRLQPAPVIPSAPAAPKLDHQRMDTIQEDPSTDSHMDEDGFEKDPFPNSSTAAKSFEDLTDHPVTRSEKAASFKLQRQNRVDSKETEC
# Rev-erbA mod – Rev-erb alpha (human) modulation | Rev-erbα–FITC-DNA binding, fluorescence polarization, 90 min | P20393 | 370,000 tested, 0.79% active | activity, % at 10 µM;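 active means activity above about 14%, limit read from the data; passing the limit was not always enough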;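 further: 0% = DMSO wells with 35 nM protein and 100% = DMSO wells with 750 nM protein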
# PLC-gamma1 inh – PLC-gamma1 (human) inhibition, primary screen; inhibition, % at 12.2 µM; P19174; purified PLC-gamma1, fluorogenic substrate, fluorescence; 370,000 tested, 0.84% active; in the data active means inhibition above about 9.5%
# hcDAF-12 act – H. contortus DAF-12 activation, primary screen; 370,000 tested, 1.4% active; HEK293 hcDAF-12 lit1-tk-luc reporter, luminescence; 0% DMSO, 100% Δ7-dafachronic acid; activation, % at 6.8 µM;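 active means activation above the mean of all tested compounds plus 3 SD, cut at about 5.5% in these data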;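 further: 100% = response to 3 µM Δ7-dafachronic acid high control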
# ssDAF12 agonist – activators of S. stercoralis DAF-12 nuclear receptor; AID 652126; HEK293 ssDAF-12/GRIP1 lit1-tk-luc reporter, luminescence; % of 3 µM dafachronic acid response; activation, % at 6.8 µM; 370,000 tested, 1% active;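 active means activation above the mean over all tested compounds plus 3 SD, cut at about 0.9% in these data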;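 further: 0% = DMSO-only wells and 100% = 3 µM delta7-dafachronic acid wells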
# DAX1 inh-1 – DAX1 (NR0B1) inhibition, primary screen | HEK293T StAR-luciferase reporter, SF-1/DAX-1 repression relief | inhibition, % at 6.8 µM | 370,000 tested, 1.1% active | AID 652010;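 active means inhibition above the mean over all tested compounds plus 3 SD, cut at about 3.6% in these data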;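 further: 0% = DAX-1 cells with DMSO and 100% = cells lacking DAX-1 with DMSO; higher inhibition means more luminescence from relief of DAX-1 repression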
# SMARCA2 act – SMARCA2 function activation, primary screen | MG213 cells, MMTV-luciferase reporter, dexamethasone, overnight | activation, % at 9.1 µM | 370,000 tested, 1% active | AID 652017; in the data active means activation above about 7.8%;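 further: 0% = vehicle wells and 100% = reference activator wells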
# DAX1 inh-2 – inhibitors of human orphan nuclear receptor DAX1 (NR0B1); P51843; HEK293 Gal4-DAX1 luciferase reporter, luminescence; inhibition, % at 6.75 µM; 340,000 tested, 0.99% active; AID 504766;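 active means inhibition above the mean over all tested compounds plus 3 SD, cut at about 4.2% in these data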;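 further: 0% = DAX1-transfected cells with DMSO and 100% = empty-vector control cells with DMSO; inhibition shows as a rise in luminescence from relieved DAX1 repression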
# Target sequence (P51843 207-470 limits assumed): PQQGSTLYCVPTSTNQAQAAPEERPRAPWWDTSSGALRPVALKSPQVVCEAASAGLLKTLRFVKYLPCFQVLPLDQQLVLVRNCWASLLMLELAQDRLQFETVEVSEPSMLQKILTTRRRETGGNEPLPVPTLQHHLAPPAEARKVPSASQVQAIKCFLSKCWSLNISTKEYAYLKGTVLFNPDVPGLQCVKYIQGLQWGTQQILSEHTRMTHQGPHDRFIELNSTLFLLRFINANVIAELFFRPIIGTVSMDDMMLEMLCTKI
# Active calls of the source: *; x = not tested or not shown. An unsorted share of the library; 7.4% or so of the library scored in one or more.
SMILES,MBD2 DNA inh,hgDAF12 agonist,PLCb3 inh,ADAM17 inh,Rev-erbA mod,PLC-gamma1 inh,hcDAF-12 act,ssDAF12 agonist,DAX1 inh-1,SMARCA2 act,DAX1 inh-2
O=C(CSc1nnc(COc2ccc(Br)cc2)o1)N1CCOCC1,0,4.4,-2,-2,-6,2,0.1,-1.4,0.5,2,0.1
COc1ccccc1CN1CCCC(N2CCN(c3ccccc3OC)CC2)C1 (stereo not drawn),0,2.4,-9,-1,-7,-3,-1.2,-1.0,0.1,-2,0.5
COc1ccc(NC(=S)N(CCN(C)C)C(C)c2ccncc2)cc1Cl (stereo not drawn),-1,-0.6,-2,-2,-4,2,-2.6,-1.7,0.6,-3,-0.4
CCOC(=O)c1ccccc1NC(=O)c1ccccc1SC,-3,-1.5,4,3,-1,4,-2.9,-1.6,-0.7,-1,-0.7
O=C(/C=C/c1ccc(OCc2c(F)cccc2Cl)cc1)N1CCOCC1,-1,-9.5,-3,7,-3,-3,-4.3,-1.4,-1.3,-1,-4.5
COc1ncnc(OC)c1NC(=O)c1ccc(F)cc1,-1,-2.1,1,-2,3,0,0.5,-0.5,0.2,0,1.1
CCC(C)n1c(SCC(=O)Nc2cc(C)on2)nc2ccccc2c1=O (stereo not drawn),5,-1.6,-2,2,0,-3,-1.4,-1.4,-1.0,-4,-1.5
COc1ccc(-c2nc3c(C)cc(Br)cn3c2Cc2ccccc2)cc1OC,-3,2.0,-36,2,6,-24,-0.7,-0.7,-0.5,-3,x
CC(Oc1ccccc1)C(=O)N=C1SC2CS(=O)(=O)CC2N1Cc1ccccc1 (stereo not drawn),-7,-0.8,3,4,1,4,1.3,-1.1,-0.8,-1,1.2
O=C(NCC1COCCO1)c1ccc2nc(Cc3cccc(Cl)c3)oc2c1 (stereo not drawn),-3,4.9,-7,-3,-5,-6,0.0,0.2,1.0,1,1.0
COc1ccccc1/C=C/C(=O)OCC(=O)Nc1ccc2c(c1)OCCO2,-1,0.1,-9,-10,-3,-1,0.2,-1.1,0.4,4,-0.2
COc1cccc(-c2ccc(NC(=O)C3CCCN(Cc4cnc(N(C)C)s4)C3)cc2)c1 (stereo not drawn),-1,-3.2,-9,3,5,1,-3.6,-1.4,-4.9,-4,-0.1
COC(=O)c1sccc1S(=O)(=O)Nc1ccc(N2CCCCC2)cc1,0,-0.5,-3,-3,5,9.6*,-1.2,-1.4,-0.3,-5,-1.4
Clc1ccc(-c2csc(N3CCN(c4ccccc4)CC3)n2)cc1,2,-2.0,4,1,4,6,1.2,-1.2,0.7,-2,0.9
CC1CC(C)(C)NC(=S)N1CCCC(=O)Nc1ccc(Cl)cc1 (stereo not drawn),2,-0.2,-7,-4,-2,-1,-1.0,-2.0,-0.1,1,-1.0
COc1ccc(-n2ncc(C(C)NS(=O)(=O)c3ccc(C)s3)c2C)cc1 (stereo not drawn),-1,-1.7,-1,-1,1,9,-1.2,-0.9,-3.5,-3,0.1
Cc1cccc(-n2cc(C(=O)O)c(=O)cc2C)c1,1,-0.1,2,2,1,-1,1.8,-1.0,-0.6,1,1.2
O=C(CCC(=O)OCC(=O)c1ccc([N+](=O)[O-])cc1)NC1CCCCC1,4,-4.1,-2,-2,5,3,0.4,-1.7,-0.5,-1,0.9
Cn1c(CCC(=O)OCC(=O)NCC(F)(F)F)nc(=O)c2ccccc21,-1,4.0,-4,-2,3,3,0.1,-1.1,0.5,-1,-1.0
CC(NS(=O)(=O)c1ccc(OCC(=O)NCc2ccccn2)cc1)c1ccccc1 (stereo not drawn),2,-1.0,1,0,-5,1,-1.1,-1.0,0.2,-2,0.4
COc1cccc(NC(=O)Nc2ccc(C(C)(C)C)cc2)c1,6,18*,1,4,-3,-2,3.2,-0.8,0.8,2,-0.1
N#C/C(=C/c1ccc(F)cc1)c1nc(CCN2C(=O)c3ccccc3C2=O)cs1,4,1.0,-2,-2,-1,0,-0.2,-1.1,-0.3,2,1.2
Cc1ccc(-c2nnc(C)c(N3CC(C)OC(C)C3)n2)cc1 (stereo not drawn),-5,0.5,1,-5,2,-1,-0.9,-1.5,0.3,1,-0.3
CS(=O)CC(O)(c1ccc(F)cc1)C1CC1 (stereo not drawn),2,0.0,5,-1,-2,5,-2.0,-1.4,0.0,-3,1.2
CN(C)c1ccc(C(C(=O)NC2CCCC2)N(Cc2cccnc2)C(=O)c2snc(C(N)=O)c2N)cc1 (stereo not drawn),-1,-2.0,-3,2,-2,2,-1.3,-1.5,0.1,-3,-1.1
O=C(NC1CCCC1)C1CC(=O)N(c2ccc(F)c(Cl)c2)C1 (stereo not drawn),3,-0.8,-9,-4,0,0,-1.8,-0.8,-0.4,-3,0.9
Nc1n[nH]c2c1C1(CCCC1)Cc1ccccc1-2,3,1.2,0,1,-4,2,-2.0,-1.1,0.5,0,-0.3
Cc1cccc(C)c1-n1nnnc1C1(C)CCC(=O)N1CCc1ccc(O)cc1 (stereo not drawn),-3,-1.7,3,-3,-2,1,-2.6,-1.4,0.1,-2,x
COc1ccc(OCCC(=O)NC2=NCCS2)cc1,0,4.1,3,-5,-5,9,0.4,-0.5,-0.7,-3,0.0
Oc1ccc(/C=N/Nc2ccc(C(F)(F)F)cn2)cc1,4,8.6,-60,-6,-1,-36,2.6,0.2,4.4*,-2,-0.3
CN1CCN(c2nc(N3CCN(CCO)CC3)nc3ccccc23)CC1,5,-0.2,-46,-41,2,-43,-0.9,-1.1,-0.4,-3,-1.5
COc1ccc(-n2c(Cn3c(=O)sc4ccccc43)nnc2SCC(=O)N2CCOCC2)cc1,6,1.2,1,-4,13,3,-0.8,-0.8,1.2,-2,0.1
CCCc1noc2c1/C(=N\O)CCC2,0,2.2,2,-2,-6,-1,-1.8,-0.9,-0.1,-2,0.8
Cc1ccc(S(=O)(=O)N2CCC(C(=O)NNC(=O)C3CC3)CC2)cc1Cl,2,-1.8,2,0,-1,-4,-1.2,-1.2,0.0,-1,-0.6
CC1CCN(c2c([N+](=O)[O-])c(=O)n(-c3ccccc3)c3ccccc23)CC1,-1,-1.5,-4,-8,3,-7,-2.6,-0.5,-0.4,4,-0.6
COc1cccc(CN2CCNC(=O)C2CC(=O)NCc2cc(C(C)C)no2)c1 (stereo not drawn),-4,0.2,-1,-3,1,-6,-0.4,-1.5,-0.3,3,-0.6
COCCNC(=S)NNC(=O)c1cc(-c2cccnc2)nc2ccccc12,-8,3.5,-16,1,-2,-9,4.8,-0.2,0.2,-1,0.9
COC(=O)[C@H](CC(C)C)N(CCCc1cn(Cc2ccc(C)cc2)nn1)S(=O)(=O)c1ccc(F)cc1Br,-3,-6.0,1,6,-1,1,-3.0,-1.8,-2.2,-4,x
CCOC(=O)C1CCN(C(=S)Nc2cc(OC)c(OC)cc2C(=O)OC)CC1,4,-3.5,-1,-1,2,4,-1.3,-0.8,0.5,-1,0.3
Cc1cc(-n2nc(C)cc2C)n2nc(C)c(-c3ccccc3)c2n1,-3,-1.0,3,-1,2,0,-0.4,-1.4,-1.0,-1,-1.1

# Record cards, as listed above. Screens in order: MBD2 DNA inh | hgDAF12 agonist | PLCb3 inh | ADAM17 inh | Rev-erbA mod | PLC-gamma1 inh | hcDAF-12 act | ssDAF12 agonist | DAX1 inh-1 | SMARCA2 act | DAX1 inh-2
# COc1ccc(-n2c(Cn3c(=O)sc4ccccc43)nnc2SCC(=O)N2CCOCC2)cc1 in the list: 6 | 1.2 | 1 | -4 | 13 | 3 | -0.8 | -0.8 | 1.2 | -2 | 0.1
# COc1cccc(CN2CCNC(=O)C2CC(=O)NCc2cc(C(C)C)no2)c1 (stereo not drawn) in the list: -4 | 0.2 | -1 | -3 | 1 | -6 | -0.4 | -1.5 | -0.3 | 3 | -0.6

# Continued.
SMILES,MBD2 DNA inh,hgDAF12 agonist,PLCb3 inh,ADAM17 inh,Rev-erbA mod,PLC-gamma1 inh,hcDAF-12 act,ssDAF12 agonist,DAX1 inh-1,SMARCA2 act,DAX1 inh-2
COc1ccccc1CCC(=O)NNC(=O)Cn1nc(C)cc1C,-3,0.1,-2,-2,-13,-2,-3.1,-1.3,0.0,1,0.2
COc1ccc(NC(=O)C(c2cc3c(cc2[N+](=O)[O-])OCO3)N(C)Cc2ccccc2)cc1 (stereo not drawn),-6,2.7,-13,-9,3,-10,5.8*,0.6,0.2,-1,-0.3
CSc1ccc(/C=C/c2ccc3cccc(O)c3n2)cc1,-2,34*,-69,-3,-1,-66,22*,3.2*,5.0*,4,0.1
O=C(OCC(=O)N(Cc1ccccc1)Cc1ccccc1)c1ccccc1O,5,0.1,-9,-4,-4,-4,-1.7,-0.5,-0.8,0,-0.1
CN(c1ccccc1)S(=O)(=O)c1nnc(NC(=O)c2ccco2)s1,0,-0.3,-20,1,-9,-13,0.9,-1.2,-1.5,-1,1.1
CSCC[C@H](NC(=O)Cc1c(C)c2cc3c4c(oc3cc2oc1=O)CCCC4)C(=O)O,4,-0.3,-295,-46,-5,-203,-2.0,-0.7,0.2,-1,0.8
CCn1c(=O)c(C(=O)Nn2c(C)nc3ccccc3c2=O)c(O)c2ccccc21,5,-3.3,2,-7,0,-1,-0.7,-0.9,0.2,0,-0.1
O=C(NN=Cc1ccco1)C(=O)Nc1ccc(Cl)c([N+](=O)[O-])c1,-3,-3.0,1,0,-1,0,-1.7,-0.9,0.2,0,x
CN1CCN(CC#Cc2ccccc2)CC1CCO (stereo not drawn),6,0.8,-7,-2,2,0,0.5,-0.9,-0.2,-1,0.7
O=C(NCCN1C(=O)S/C(=C\c2ccccc2)C1=O)C1CCN(S(=O)(=O)c2cccs2)CC1,-2,0.2,2,2,2,-1,-0.6,-1.2,-0.1,0,-1.2
COC(=O)c1ccc(N=c2sc(C(=O)OC)cc(=O)n2C)cc1,-6,-0.2,5,1,4,5,-1.2,-1.5,-0.2,0,0.5
COc1cccc(N(C(=O)CCl)C(C(=O)NCCc2ccccc2)c2cccs2)c1 (stereo not drawn),4,-11,-3,-2,3,-2,-2.6,-1.7,-1.6,-7,-4.7
C=CCc1cccc(/C=N/NC(=O)C(=O)Nc2ccc(C)cc2)c1O,0,3.3,-4,-2,-1,-3,-1.2,-1.1,0.0,-5,x
Cn1nccc1C(=O)Oc1cccc(/C=N/NC(=O)c2ccccc2O)c1,0,9.7,-39,7,8,-33,-0.6,0.1,1.0,5,-0.6
O=S(=O)(NCCOc1cccc2cccnc12)c1ccc(F)cc1,-8,-1.3,-11,-7,-3,-9,-2.7,-1.7,-0.2,-2,1.5
CCCc1c(C)nc2c(Br)cccc2c1Cl,0,0.0,-2,-3,14,1,2.6,-0.8,0.5,1,-0.7
COc1ccc(-c2cn3c(C)c(C(=O)Nc4ccncc4)sc3n2)cc1,-1,-3.1,-327,-33,-1,-284,-3.3,-2.1,-3.0,-2,-1.9
Cc1ccc(NC(=O)NCC2CCN(Cc3cccc(Cl)c3)CC2)c(Cl)c1,4,3.0,4,-1,0,0,-1.1,-1.4,-0.2,-3,1.4
CC(CCc1ccccc1)NC(=O)C(C)OC(=O)c1ccco1 (stereo not drawn),0,-0.1,-7,-2,3,0,0.0,-0.4,1.0,3,-0.2
COc1ccc(C=C2C=C(C(C)(C)C)C(=O)C(C(C)(C)C)=C2)cc1OC,-2,-1.6,-1,3,-3,3,-1.4,-1.0,0.2,-1,-0.5

# Source: PubChem
